# Vif-A3G inh = Vif-A3G binding inhibition. 410,000 compounds, 0.076% hits. Q9HC16. Potency, µM (doses to about 46.1 µM), without a hit: top-dose activity, negative = active, hits mostly inhibitors. HeLa A3G-eYFP + Vif (tagged APOBEC3G with the HIV-1 protein that degrades it), YFP fluorescence, overnight;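 also: potency is read from the fitted curve at half-maximal effect; % is scaled to controls: 0 for no effect and ±100 for the full control effect; nearly all actives have a fitted effect of over 60% in size; hits raise eYFP signal because A3G escapes Vif-driven loss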
# Target sequence (Q9HC16 whole entry, looked up): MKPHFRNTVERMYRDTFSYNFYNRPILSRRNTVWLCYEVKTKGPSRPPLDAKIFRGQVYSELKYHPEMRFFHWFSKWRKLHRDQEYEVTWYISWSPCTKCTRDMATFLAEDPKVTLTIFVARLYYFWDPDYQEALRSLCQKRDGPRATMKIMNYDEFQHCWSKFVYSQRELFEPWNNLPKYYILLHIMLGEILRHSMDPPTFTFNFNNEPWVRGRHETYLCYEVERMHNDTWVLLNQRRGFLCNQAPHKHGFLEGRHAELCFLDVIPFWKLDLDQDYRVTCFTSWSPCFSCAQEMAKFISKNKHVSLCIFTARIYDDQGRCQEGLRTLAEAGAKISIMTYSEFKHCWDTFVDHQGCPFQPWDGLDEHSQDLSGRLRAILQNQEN
#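 HeLa cells stably expressing Vif and C-terminally eYFP-tagged A3G, seeded overnight at 37 deg C, then exposed to compound by pintool overnight at 37 deg C. Rise in yellow fluorescence (Ex 488/Em 500-530, Acumen) marks blocked Vif-driven A3G degradation.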
# LDHA block = LDHA (human) enzyme inhibition; P00338; purified LDHA, NADH/diaphorase-resazurin fluorescence; stronger effect = lower value; activity change, % (values are at about 110 or 230 µM); 480,000 compounds, 0.15% hits; AID 1347041; in the data active = activity change below about -30%; inconclusive = mostly about -25% to -30%;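 also: plate controls were DMSO wells for no effect and wells without enzyme for full effect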
#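 Human LDH5 (2 nM) was incubated with 0.06 mM NADH and 0.2 mM pyruvate for 5 min at room temperature in Tris pH 7.4. Remaining NADH was coupled through diaphorase/resazurin, and resorufin fluorescence was read at 0 and 20 min.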
# Glioma ERSR ind = induces the endoplasmic reticulum stress response in human glioma cells; U87-MG GRP78 promoter luciferase reporter, 16 h; Potency, µM, without a hit: at the highest dose activation, actives largely listed as activators; 420,000 compounds, 0.02% hits; AID 602332; also: potency is read from the fitted curve at half-maximal effect; series mostly up to about 76 µM; % of control where 0% means no effect; nearly all actives have a fitted effect of over 35% in size
#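 ERSR induction read as luciferase luminescence (Bright-Glo, 10 min at room temperature) in stably transfected human U87-MG glioma cells exposed to compounds for 16 h, using GRP78 as sensor.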
# ERG Ets-DNA blk = inhibitors of human ERG Ets domain-DNA interaction. P11308. fluorescence polarization, His-ERG Ets domain / labelled DNA. Potency, µM (highest dose often 76.9 µM), for inactives: top-dose FP activity, negative = inhibition, hits mostly inhibitors. 370,000 compounds, 0.028% hits. AID 624246; active = well fitted inhibition curve with a large enough effect in the polarisation, with a control signal flat; inconclusive = small, poorly fitted or top-dose-only effect, or effect the other way, or a change in a side signal; inactive = no such curve, though single readings can be large or run the other way; the % refers to the polarisation;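 also: polarization taken with two DNA probes labelled with fluorescein and Texas red; potency is read from the fitted curve at half-maximal effect; % of control where 0% means no effect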
#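 His-tagged ERG Ets domain (1 uM in the protein solution; 300mM KCl, 50mM Tris-HCl, 1mM EDTA, 1mM DTT, pH 7.5) received compound, then a probe mix of 5 nM fluorescein-DNA and 100nM Texas-615-DNA. Fluorescence polarization was read for both dyes.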
# D2 agonist = activates the human D2 dopamine receptor. P14416. HEK293 T-REx D2 cells, calcium flux agonist mode. activation, % at 2 µM. 340,000 compounds, 0.53% hits;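 active = activation over 3 SD above normal in the single-dose calcium agonist read, cut at about 30% in these data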; also: 0% is about no effect
#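 In this primary screen, compounds producing a positive calcium signal within 180 s of addition to tetracycline-induced, force-coupled HEK293 Trex D2 cells are flagged; cells are dye-loaded with a no-wash calcium kit beforehand.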
# RGS4 inhibitor = inhibitors of human regulator of G protein signaling 4; P49798; Transcreener GDP fluorescence polarization, RGS4-accelerated GTP hydrolysis; Potency, µM (series often up to 114 µM), inactives show at the highest dose activity change, negative = inhibition, usual class: inhibitors; 390,000 compounds, 0.039% hits; also: potency is read from the fitted curve at half-maximal effect; % is scaled to controls: 0 for no effect and ±100 for the full control effect; nearly all actives have a fitted effect of over 75% in size; some results filed as inactive show a strong effect at the top dose
#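 MLSMR compounds (23 nl, pin-transferred) preincubated 10 min at room temperature with a 500nM (2x) first reagent, then RGS4 at 900nM (2x) plus Transcreener GDP mix added; fluorescence polarization (620/688 nm) read before and after 90 min at 30 °C.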
# D2 antagonist = D2 dopamine receptor (human) antagonism; inhibition, % at 10 µM; HEK293 TREx D2 cells, calcium flux, dopamine EC80; 340,000 compounds, 2% hits; in the data active = inhibition above about 30%; also: 0% is about no effect
#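 Read-out: kinetic calcium fluorescence (1 cycle/s) in inducible HEK293 T-REx D2 cells after an EC80 dopamine addition that followed 180 s compound preincubation. Loss of the dopamine response indicates antagonism.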
# Vif-APOBEC3F blk = Vif-A3F binding inhibition; HeLa A3F-eYFP + Vif (tagged APOBEC3F with the HIV-1 protein that degrades it), YFP fluorescence increase; Potency, µM (top dose mostly 46.1 µM), for inactives: at the top dose activity, negative = active; 390,000 compounds, 0.2% hits; AID 602313; also: potency is read from the fitted curve at half-maximal effect; % of control where 0% means no effect; nearly all actives have a fitted effect of over 65% in size
#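 HeLa cells stably expressing Vif plus C-terminally eYFP-tagged A3F were seeded, incubated overnight at 37 deg C, dosed with compound, incubated overnight again at 37 deg C. Yellow fluorescence (Ex 488/Em 500-530) reported blocked Vif-mediated A3F-eYFP degradation.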
# 12-LOX inh = inhibitors of human 12S-lipoxygenase ALOX12 | purified 12hLO, xylenol orange hydroperoxide absorbance | 580,000 compounds, 1.1% hits | Potency, µM (highest dose often 108 µM), without a hit: at the highest dose activity change, negative = inhibition, actives largely listed as inhibitors; also: potency is read from the fitted curve at half-maximal effect; % is scaled to controls: 0 for no effect and ±100 for the full control effect
# Target sequence (P18054 whole entry, looked up): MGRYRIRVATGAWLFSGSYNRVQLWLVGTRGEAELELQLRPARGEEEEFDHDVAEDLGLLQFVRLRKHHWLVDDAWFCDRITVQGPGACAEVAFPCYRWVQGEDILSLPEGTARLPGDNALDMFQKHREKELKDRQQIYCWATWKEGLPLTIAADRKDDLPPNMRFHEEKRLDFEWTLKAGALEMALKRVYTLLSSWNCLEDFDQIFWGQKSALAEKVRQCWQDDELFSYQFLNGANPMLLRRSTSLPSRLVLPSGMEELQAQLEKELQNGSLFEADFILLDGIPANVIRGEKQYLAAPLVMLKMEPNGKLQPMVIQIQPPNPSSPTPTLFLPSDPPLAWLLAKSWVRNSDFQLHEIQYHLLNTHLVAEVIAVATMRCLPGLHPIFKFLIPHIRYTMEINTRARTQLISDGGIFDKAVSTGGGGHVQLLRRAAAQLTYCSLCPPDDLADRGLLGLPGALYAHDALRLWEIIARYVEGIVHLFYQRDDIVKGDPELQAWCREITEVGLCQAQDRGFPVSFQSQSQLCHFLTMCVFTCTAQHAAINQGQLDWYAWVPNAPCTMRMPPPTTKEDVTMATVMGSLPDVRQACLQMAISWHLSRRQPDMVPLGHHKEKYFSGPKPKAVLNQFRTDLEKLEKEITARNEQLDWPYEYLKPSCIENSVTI
#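 Hydroperoxide product was detected by ferrous iron/xylenol orange as the 573 to 405 nm absorbance ratio. Arachidonic acid at 40 uM (final) was turned over for 30 min at room temperature by 150 nM human 12hLO, pH 7.0 Hepes buffer, after 15 min compound preincubation.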
# * = called active by the depositor; i = inactive; u = inconclusive; x = not tested or not shown; & = joins results of further samples; [ ] = remark or other dose. Unless noted, calls follow the shape of the dose curve; as a rule, active = well fitted curve in the direction sought with a large enough effect; inconclusive = small, poorly fitted or top-dose-only effect, or another doubt; inactive = no such curve, though single readings can be large; an effect the other way counts as inactive or inconclusive.
Structure	Vif-A3G inh	LDHA block	Glioma ERSR ind	ERG Ets-DNA blk	D2 agonist	RGS4 inhibitor	D2 antagonist	Vif-APOBEC3F blk	12-LOX inh
CN1CCN(C(=O)c2cccc(-c3ccc4nncn4c3)c2)CC1	3%	-5	2%	x	x	x	x	x	-25%
Cc1ccc(-c2nc(CNC(=O)c3cc(C)on3)cs2)cc1	8%	-2	-1%	2%	-1.3	-9%	-6	-2%	i
COc1ccc2ccccc2c1CNCCCN1CCOCC1	0%	5	-7%	-8%	0.5	-5%	-16	-2%	-8%
CCOc1ccccc1NC(=O)c1cccc2c1C(=O)N(C1CCCCC1)C2	-5%&0%	-5&-2	-3%&-3%	-2%&-5%	-0.2&0.2	22%&-11%	-6	-6%&-4%	54%&0%[activator]
CCC(CC)C(=O)N1CC(=O)Nc2ccc(Br)cc2C1c1ccccc1 (stereo not given)	-7%	2	1%	1%	-1.1	8%	-7	3%	-9%
Brc1ccc(-c2nnc3sc(CN4CCC5(CC4)OCCO5)cn23)cc1	0%	10	-3%	-5%	1.4	15%	-7	-2%	-3%
C/C(=C1/SC(N2CCOCC2)=NC1=O)c1ccc(Cl)cc1	1%	-3	-3%	5%	-1.0	-16%	-2	2%	9%
O=C(CCCn1cnc2ccccc2c1=O)Nc1ccccc1F	2%	-4	-3%	1%	0.6	-8%	8	0%	-26%
NC(Cc1ccc(C(F)(F)F)cc1)c1csc(Nc2nncc3ccccc23)n1 (stereo not given)	3%	-11	-11%	x	x	x	x	x	u
COCCCn1c(=O)c2sccc2n2c(CCCC(=O)Nc3cc(C)cc(C)c3)nnc12	-8%	3	-3%	-6%	-0.5	-12%	x	3%	-15%

# As entered above:
# `Brc1ccc(-c2nnc3sc(CN4CCC5(CC4)OCCO5)cn23)cc1` – Vif-APOBEC3F blk: -2%
# `CN1CCN(C(=O)c2cccc(-c3ccc4nncn4c3)c2)CC1` – LDHA block: -5
# `NC(Cc1ccc(C(F)(F)F)cc1)c1csc(Nc2nncc3ccccc23)n1` (stereo not given) – Glioma ERSR ind: -11%
# `C/C(=C1/SC(N2CCOCC2)=NC1=O)c1ccc(Cl)cc1` – 12-LOX inh: 9%

# The results go on:
Structure	Vif-A3G inh	LDHA block	Glioma ERSR ind	ERG Ets-DNA blk	D2 agonist	RGS4 inhibitor	D2 antagonist	Vif-APOBEC3F blk	12-LOX inh
Cc1ccc(C(=O)C2CCN(CC(=O)NCc3ccc(F)cc3)CC2)cc1	-6%	-1	-3%	-4%	-0.1	-12%	21	0%	15%
COC(=O)c1ccc(CSc2nncn2C)cc1	1%	-6	1%	-7%	0.8	-11%	10	-1%	-15%
CCN1CCN(C(c2cccc(OC)c2OC)c2nnnn2Cc2ccco2)CC1 (stereo not given)	-1%	-5	0%	1%	1.2	u	6	4%	-15%
COCCOc1ccc(C(F)(F)F)cc1NC(=O)COC(=O)C1=COCCO1	1%	-3	-1%	-7%	-0.8	10%	4	-3%	12%
COc1ccccc1-n1c(SCC(N)=O)nc2sc3c(c2c1=O)CCC3	-2%	-10	-3%	-11%	-6.2	3%	-3	16%	9%
CC1CCN(C(=O)Cn2c3ccccc3c3nc4n(c(=O)c32)CCS4)CC1	0%	0	-3%	-11%	-0.7	-19%	-22	1%	8%
O=C(CC1C(=O)N(c2ccc(Cl)cc2)C(=S)N1CCc1ccncc1)Nc1ccc(F)cc1 (stereo not given)	-10%	2	-1%	x	-0.5	-6%	-8	1%	u
Cn1c(=O)c2ncn(CC(=O)NCCOc3ccccc3)c2n(C)c1=O	-6%	1	-1%	-6%	-0.2	-9%	-24	-1%	3%
Cc1nccn1CC(O)Cn1c2ccccc2c2ccccc21 (stereo not given)	-1%	0	-6%	3%	0.0	-2%	10	x	0%
O=C(CN1C(=O)NC2(CCCC2)C1=O)NCc1ccco1	-1%	-7	-3%	-9%	x	-2%	x	-9%	13%
COC(=O)c1c(NC(=O)c2ccc(C(C)(C)C)cc2)sc2c1CCC(C)C2 (stereo not given)	2%	3	-5%	4%	-0.4	1%	x	1%	-1%
CCCCOc1ccccc1NC(=O)CC1SC(=NCC)N(CC)C1=O (stereo not given)	-10%	-3	-4%	2%	-0.9	-2%	-12	5%	-28%
COc1ccccc1NC(=O)Cn1c(=O)n(CCCCCC(=O)NCc2ccccc2)c(=O)c2sccc21	x	-5	x	2%	-0.3	u	x	x	u
COc1ccc(-c2nc(-c3cccnc3)no2)cc1	1%&1%	1&-1	-2%&-6%	8%	-0.1	-21%	-4	-3%	-20%
Cc1ccc(NC(=O)/C(C#N)=C\c2ccc(Cl)cc2Cl)cc1C	-8%	-5	6%	0%	-0.4	-10%	x	-1%	2%
O=C(C1CC1)N1CCN=C1SCc1cccc(F)c1	1%	2	-3%	-5%	0.1	-17%	-17	-1%	-6%
Fc1ccc(NC(=S)N2CCn3cccc3C2c2cccnc2)cc1 (stereo not given)	3%	-4	-4%	16%	1.1	-34%	-3	-10%	u
Cc1ccc(CNC(=O)CN(c2cccc(C)c2C)S(=O)(=O)c2ccccc2)cc1	6%	0	-3%	-1%	-1.8	13%	x	-4%	-16%
CN(CCC#N)C(=O)CSc1nnc(-c2ccco2)n1N	0%	-8	-1%	-1%	0.1	1%	-8	4%	-12%
O=C(CNS(=O)(=O)Cc1ccccc1)NNc1ccccc1	-2%	-3	-3%	x	x	x	x	x	40µM*

# The last four records of the section before open the next one.
Structure	Vif-A3G inh	LDHA block	Glioma ERSR ind	ERG Ets-DNA blk	D2 agonist	RGS4 inhibitor	D2 antagonist	Vif-APOBEC3F blk	12-LOX inh
Fc1ccc(NC(=S)N2CCn3cccc3C2c2cccnc2)cc1 (stereo not given)	3%	-4	-4%	16%	1.1	-34%	-3	-10%	u
Cc1ccc(CNC(=O)CN(c2cccc(C)c2C)S(=O)(=O)c2ccccc2)cc1	6%	0	-3%	-1%	-1.8	13%	x	-4%	-16%
CN(CCC#N)C(=O)CSc1nnc(-c2ccco2)n1N	0%	-8	-1%	-1%	0.1	1%	-8	4%	-12%
O=C(CNS(=O)(=O)Cc1ccccc1)NNc1ccccc1	-2%	-3	-3%	x	x	x	x	x	40µM*
COc1ccc(-c2cccc(C(=O)Nc3ccccc3C)c2)cc1	-2%	-2	-3%	-1%	-0.6	-5%	1	3%	-4%
CCOc1cc(Cl)c(CNCCCN2CCOCC2)cc1OC	4%	1	-8%	-8%	-0.1	-1%	-4	6%	-17%
CN1CCN(C(=O)C2CCCN(S(=O)(=O)c3ccc(Br)cc3)C2)CC1 (stereo not given)	3%	-6	-4%	-1%	0.8	-4%	-12	-18%	19%
CN(C)CCN1CCN(C2CN(C3CCCC3)S(=O)(=O)C2)CC1 (stereo not given)	-2%	-1	-2%	x	x	x	x	x	13%
Cc1ccc(Nc2nc(CSc3nnnn3-c3ccccc3)cs2)cc1	2%	1	-5%	6%	0.7	2%[11.4 µM]	-2	-10%	-3%
Cc1ccc(S(=O)(=O)ON2C(=O)c3ccccc3C2=O)c(C)c1	u	-4	-7%	1%	0.0	u	-5	-8%	u
COC(C(=O)Nc1ccnn1C1CCN(Cc2ccccn2)CC1)c1ccccc1 (stereo not given)	-4%	-3	-4%	-10%	0.2	7%	0	u	-2%
CCC(CO)Oc1cc(NC(=O)c2ccccc2Cl)c2ncn(C(C)C)c2c1 (stereo not given)	-2%	14	-2%	-5%	x	-15%	x	-4%	-16%
Cc1cc(N2CCC(C)CC2)nc(-c2ccccc2O)n1	-2%	-3	-3%	6%	0.5	13%	8	3%	2%
COc1ccc(/C=C/C(=O)NCC(=O)N/N=C/c2cccnc2)cc1	0%	-3	1%	0%	-0.4	16%	7	6%	6%
O=C(NC1CCCC1)C(c1ccccn1)N(Cc1ccccc1F)C(=O)c1csnn1 (stereo not given)	-1%	1	-4%	2%	x	6%	x	6%	0%

# Entries of single compounds, quoted from the list.
# CCOc1cc(Cl)c(CNCCCN2CCOCC2)cc1OC across the screens: Vif-A3G inh: 4%; LDHA block: 1; Glioma ERSR ind: -8%; ERG Ets-DNA blk: -8%; D2 agonist: -0.1; RGS4 inhibitor: -1%; D2 antagonist: -4; Vif-APOBEC3F blk: 6%; 12-LOX inh: -17%
# CCC(CO)Oc1cc(NC(=O)c2ccccc2Cl)c2ncn(C(C)C)c2c1 (stereo not given) across the screens: Vif-A3G inh: -2%; LDHA block: 14; Glioma ERSR ind: -2%; ERG Ets-DNA blk: -5%; D2 agonist: x; RGS4 inhibitor: -15%; D2 antagonist: x; Vif-APOBEC3F blk: -4%; 12-LOX inh: -16%

# Screens deposited in PubChem BioAssay by National Center for Advancing Translational Sciences (NCATS).

# Only part of the results is shown; rates above refer to the full screens.
